Assay outcomes as filed in PubChem.
M1 ag parental – counter-screen for M1 agonists: effect in parental CHO-K1 cells. Fluo-8 calcium fluorescence; scaled to maximal ATP response, vehicle zero. 360,000 compounds, 0.48% hits. AID 602248. activation, % at 3 µM; in the data active = activation above about 15%;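 also: untransfected CHO-K1 host cells lacking M1 receptor as counterscreen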
TAAR1 antag – human TAAR1 antagonism; Q96RJ0; CHO RD-HGA16 TAAR1, Fluo-8 calcium fluorescence, antagonist; inhibition, % at 3 µM; 360,000 compounds, 1.5% hits; AID 624466;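 active = inhibition above a per-plate cutoff, the mean inhibition of test compounds on that plate plus 3 SD, cut at about 49% in these data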;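 also: 0% = DMSO plus EC80 beta-PEA response and 100% = DMSO alone without agonist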
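Material: RD-HGA16 CHO cells with stable hTAAR1 and Gα16; Dosing: single nominal final test compound concentration of 3 µM; Schedule: seeding 17-24 h prior, 75-min 37 °C, 30-min RT dye loading; Detection: kinetic Fluo-8 calcium fluorescence measurement; Measure: % inhibition from peak post-agonist over basal fluorescence ratio; Benchmarks: vehicle and agonist controls.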
OXTR potentiator – human OXTR potentiation; P30559; CHO-OTR cells, Fluo-8 calcium fluorescence, potentiator mode; 0% = oxytocin EC15, 100% = EC100; activation, % at 3 µM; 320,000 compounds, 0.061% hits;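 active = activation above that plate's cutoff, the mean activation of tested compounds plus 3 SD, cut at about 6.6% in these data, passing the limit was not always enough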;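 also: 100% uses oxytocin at 75 nM as the full agonist control; some results filed as inactive read as strong as hits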
Target sequence (P30559 whole entry, looked up): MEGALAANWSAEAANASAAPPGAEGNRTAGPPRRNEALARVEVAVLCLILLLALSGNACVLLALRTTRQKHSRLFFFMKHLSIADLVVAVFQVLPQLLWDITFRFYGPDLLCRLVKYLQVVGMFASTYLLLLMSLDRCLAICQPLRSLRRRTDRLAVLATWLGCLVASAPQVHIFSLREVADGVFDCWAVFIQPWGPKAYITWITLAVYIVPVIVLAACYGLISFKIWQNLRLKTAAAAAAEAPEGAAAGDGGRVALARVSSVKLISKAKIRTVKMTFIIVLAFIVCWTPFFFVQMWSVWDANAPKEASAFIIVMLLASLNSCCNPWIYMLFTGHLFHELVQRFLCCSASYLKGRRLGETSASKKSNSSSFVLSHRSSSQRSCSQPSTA
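System: human OTR in CHO cells; Also added: sub-maximal oxytocin, roughly EC15; Timing: compound 6 min at room temperature before oxytocin, 100 s read; Technique: Fluo-8 intracellular calcium fluorescence, ex 470-495, em 515-575 nm; Controls: oxytocin EC15 low and EC100 high; Replication: singlicate.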
V1R ag counter – V1a receptor agonism, counter-screen for OXTR agonists; activation, % at 3 µM; CHO-V1R cells, Fluo-8 calcium fluorescence, agonist mode; 0% DMSO, 100% 3 nM vasopressin; 320,000 compounds, 0.25% hits;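 active = activation above the mean activation of all tested compounds plus 3 SD, per screening run, cut at about 20% in these data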;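 also: signal is peak over basal fluorescence ratio across a 100 second FLIPR read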
Target sequence (P37288 whole entry, looked up): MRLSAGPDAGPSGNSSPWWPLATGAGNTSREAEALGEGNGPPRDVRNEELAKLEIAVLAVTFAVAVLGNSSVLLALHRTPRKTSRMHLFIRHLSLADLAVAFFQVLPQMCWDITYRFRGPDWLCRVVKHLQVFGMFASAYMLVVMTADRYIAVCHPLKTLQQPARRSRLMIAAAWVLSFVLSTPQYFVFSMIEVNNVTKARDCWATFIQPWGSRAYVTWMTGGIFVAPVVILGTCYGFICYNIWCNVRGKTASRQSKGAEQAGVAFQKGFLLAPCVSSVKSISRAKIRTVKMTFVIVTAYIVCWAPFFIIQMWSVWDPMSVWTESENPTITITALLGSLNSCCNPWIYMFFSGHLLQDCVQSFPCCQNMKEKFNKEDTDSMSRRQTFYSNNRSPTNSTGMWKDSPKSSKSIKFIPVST
CHRM1 agonist – activates human CHRM1 receptor; CHO-K1 hM1, Fluo-8 calcium fluorescence, agonist mode; 0% DMSO, 100% acetylcholine EC100; activation, % at 3 µM; 360,000 compounds, 0.33% hits;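 active = activation above the run's mean compound activation plus 3 SD, cut at about 16% in these data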;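 also: peak over basal fluorescence ratio within a 140 s kinetic read after compound addition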
CHO-K1 Ca antag – M1 antagonist counterscreen hit in parental CHO-K1 cells | ATP-induced calcium, Fluo-8 fluorescence | inhibition, % at 3 µM | 360,000 compounds, 0.6% hits | AID 602250;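 active = inhibition above a per-plate cutoff, the plate's mean sample inhibition plus 3 SD, cut at about 24% in these data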;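 also: 0% = DMSO plus EC80 ATP and 100% = DMSO alone without ATP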
TAAR1 agonist – human TAAR1 agonism; Q96RJ0; CHO RD-HGA16 TAAR1, Fluo-8 calcium fluorescence; vehicle wells 0%, saturating PEA agonist 100%; activation, % at 3 µM; 360,000 compounds, 0.99% hits;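 active = activation above the mean activation of all test compounds in the run plus 3 SD, cut at about 38% in these data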
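Test system: RD-HGA16 (CHO) cells co-expressing Gα16 and hTAAR1 | Doses: Single dose, 3 µM | Schedule: 17-24 h seeding, 75 min 37 °C dye, 30 min RT | Evaluation: % activation from peak over basal fluorescence ratio, DMSO-to-PEA scaled | Technique: Kinetic Fluo-8 calcium fluorescence | Benchmarks: Low control DMSO, high control PEA (EC100)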
CHO parental Ca – signal in parental CHO cells, OX1R antagonist counter-screen; parental CHO-K1, ATP-induced calcium, Fluo-8 fluorescence; inhibition, % at 5.6 µM; 330,000 compounds, 0.63% hits; AID 463079;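 active = inhibition above that plate's mean sample inhibition plus 3 SD, cut at about 26% in these data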;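 also: 0% = ATP-challenged DMSO wells and 100% = DMSO wells without ATP; some compounds past the cut are filed as inactive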
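Material: parental CHO cells / Compound: single nominal dose of 5.6 µM per compound / Signal: Fluo-8 fluorescence / Replicates: singlicate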
M1 PAM parental – M1 PAM counterscreen hit in parental CHO-K1 cells; activation, % at 3 µM; ATP EC20, Fluo-8 calcium fluorescence; 0% at ATP EC20, 100% at ATP max; 360,000 compounds, 0.02% hits;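 active = activation above the run cutoff, the mean activation of all test compounds plus 3 SD, cut at about 40% in these data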;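 also: peak over basal fluorescence ratio in a 140 s read after ATP addition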
* hit, by the source's call; . = not tested or not shown.

canonical_smiles	M1 ag parental	TAAR1 antag	OXTR potentiator	V1R ag counter	CHRM1 agonist	CHO-K1 Ca antag	TAAR1 agonist	CHO parental Ca	M1 PAM parental
CC1(C)C(C=C(Cl)Cl)C1C(=O)N(Cc1ccccc1Cl)C1CCS(=O)(=O)C1 (configuration not stated)	0.0	1.1	-5.4	-0.7	-13.2	-13.4	11.2	-13.1	25.6
Cc1cccc(OCCC(=O)OCc2csc(CC(=O)Nc3ccccc3C)n2)c1	1.5	4.0	-1.0	1.8	-4.4	-5.5	2.5	-24.6	0.3
Nc1nc2ccccc2n1/N=C/c1ccc([N+](=O)[O-])s1	1.3	-11.4	-1.2	-0.3	-0.6	-14.8	30.9	-4.0	24.8
Cc1cc2nc3n(c2cc1C)CC1CC(C(=O)NCc2cccc(Br)c2)N(C)C31 (configuration not stated)	0.5	-5.4	-1.5	0.9	-12.2	-9.0	12.2	-11.6	11.9
CC(=O)Nc1cccc(Nc2cnccn2)c1	0.6	4.2	.	.	-4.9	8.4	0.7	.	-1.1
S=C(Nc1cc(Cl)ccc1Cl)Nn1cnnc1	1.1	-8.3	-7.1	1.0	-2.7	-11.3	1.5	-0.7	19.2
Nc1nc(NCCOCCO)nc(Nc2cccc(F)c2)c1[N+](=O)[O-]	3.4	-6.5	.	.	1.6	-6.3	9.1	.	0.7
C#CCNC(=O)C1CCN(c2ccc(S(=O)(=O)N3CCOCC3)cc2Cl)CC1	2.6	-19.6	-3.1	9.1	-1.0	-8.5	2.1	15.2	9.6
Nc1nc(SCC(=O)NCC2CCCO2)[nH]c(=O)c1NC(=O)c1ccc(F)c(F)c1 (configuration not stated)	0.3	-4.9	-0.7	0.6	-2.7	-6.7	2.1	7.6	3.7
Cc1nc(S(=O)(=O)c2ccc(Br)cc2)nc2c1CCC2	0.1	0.2	-1.7	-0.5	-5.1	-5.2	8.8	-13.8	13.5
COc1ccc(/C=N/NC(=O)c2cccc([N+](=O)[O-])c2)cc1OS(=O)(=O)c1ccccc1	-0.5	21.2	-15.7	-0.1	-3.4	-12.3	0.7	-13.7	6.7
Cc1ccccc1C(=O)N1CCc2ccccc2C1	0.1	-16.1	4.2	0.2	-11.0	-16.1	1.9	-10.7	2.3
CC(C)OCCCNC(=O)C1CC(=O)N(C2CCCCCCC2)C1 (configuration not stated)	-0.1	-9.6	-18.4	-0.8	-2.4	-0.6	6.1	-3.2	-2.0
CC1CCCCc2nc3c(c(=O)n21)CCCC3 (configuration not stated)	0.1	-9.9	.	.	-12.8	-0.4	2.7	.	9.9
O=C(COC(=O)COc1cccc2ccccc12)NCC(F)(F)F	1.7	-2.3	1.7	-0.1	-5.9	-17.3	2.9	3.8	7.7
Cc1ccccc1CN1CC2=C(CCN(Cc3ccccc3)C2=O)N2CCN=C12	1.1	-42.8	.	.	-1.8	-5.5	23.7	.	1.1
COc1ccc(N2CCN(C(=O)C(=O)c3c(C)[nH]c4ccccc34)CC2)cc1	6.7	5.3	-10.9	0.8	3.5	0.4	6.5	0.2	-2.7
COc1cc([N+](=O)[O-])ccc1NC(=S)Nn1cnnc1	0.8	-17.7	-4.5	1.8	-1.6	-5.1	3.4	-9.5	-4.5
O=C1CCCc2c1nc(-c1cccc(Cl)c1)n2O	0.9	-9.5	4.2	1.6	-4.7	-14.1	0.7	-7.9	21.0
CCN1CCN(CCC(=O)Nc2ccc(Br)c(C)c2)CC1	0.5	-5.4	-0.3	4.6	-5.6	-18.0	2.9	-15.7	16.2
CCc1nnc(N/N=C/c2cccs2)n1N	0.5	-13.4	-3.8	0.3	-3.7	-5.2	1.7	-6.5	12.0
O=C(CN1C(=O)C2C3C=CC(C3)C2C1=O)NCCN1CCCc2ccccc21 (configuration not stated)	-0.2	4.6	-8.9	0.1	-5.7	5.4	8.4	11.8	-1.7
CC(C)CC(=O)N1CCC(O)(CS(=O)(=O)Cc2ccccc2Cl)CC1	0.2	6.9	-2.7	2.1	-4.4	-3.5	11.5	-7.7	6.1
O=C(CSc1ccc2c(c1)OCCO2)Nc1ccccc1	4.3	-4.1	.	.	0.7	-2.0	6.6	.	4.4
Brc1nc(Br)n(Cc2ccccc2)n1	0.7	3.2	0.3	0.2	-4.5	-6.2	2.4	-8.4	14.2
COCc1cc(C)nc2sc(C(=O)N3CCCC3)c(N)c12	1.2	7.2	1.8	0.1	-6.1	-9.2	0.6	-1.3	16.5
COc1cccc(NC(=O)COc2ncnc3sc(C)c(C)c23)c1	0.6	-8.8	-3.8	0.2	1.2	-6.6	15.4	-21.3	12.8
OC(CN1CCCCC1)CN1CCCCC1	0.3	-19.2	-10.8	0.5	-5.1	-3.2	1.0	-5.7	-4.8
Cc1cccc(C(C)C)c1-n1nnnc1-c1ccccc1	-0.8	32.9	-4.8	-1.6	-1.1	-4.8	15.8	-11.1	-10.9
Cc1cc2nc[nH]c(=O)n2n1	0.4	-11.8	.	.	-0.4	-11.4	1.1	.	5.9
COc1ccc(CN(CC(=O)NCc2ccc(F)cc2)C(=O)CCC(=O)Nc2nccs2)cc1	4.3	-3.6	-2.1	-0.1	-4.9	-0.7	4.2	-4.9	-4.3
COC(=O)[C@]1(Cc2ccccc2)N[C@H](CN(C)S(=O)(=O)c2ccc(C(F)(F)F)cc2)[C@@H]2C(=O)N(Cc3ccccc3)C(=O)[C@@H]21	0.5	-1.9	-8.1	1.9	0.4	-0.9	0.6	0.2	12.5
CS(=O)(=O)N(CC(=O)N1CCN(Cc2ccccc2)CC1)c1cccc(Cl)c1	0.8	-7.6	-8.6	2.9	-3.7	6.7	3.0	-12.1	23.8
Cc1ccc2nc(NC(=O)CS(=O)(=O)Cc3ccccc3)sc2c1	0.8	0.8	-5.4	0.3	-1.3	-4.3	3.4	-27.7	3.8
CC(C)c1ccc(/C=C/C(=O)n2nnc3ccccc32)cc1	0.1	-6.4	-1.2	0.2	-0.8	-9.2	5.1	-6.4	7.3
CC(=O)c1c(C)[nH]c(C(=O)OCC(=O)NCC(C)C)c1C	1.1	-3.8	2.1	2.2	-4.9	-19.1	2.4	-4.9	2.0
Cc1nonc1C(=O)N/N=C/c1cccc(O)c1	0.2	-4.0	-4.0	0.1	-4.1	14.0	-0.7	3.4	-11.4
COc1ccccc1CN(C)C(=O)CSc1nnc(C2CC2)n1C1CC1	0.5	1.4	-6.2	0.1	-5.7	-3.9	3.9	-13.9	7.6
Cn1cc(/C=N\O)nc2c(=O)n(-c3ccccc3)c(=O)nc1-2	0.0	4.1	-17.1	0.7	-3.2	-15.3	3.0	-7.3	5.5
Cc1ccc2c(c1)N=C(c1ccc(F)cc1)CO2	0.3	0.8	5.8	-0.6	-1.3	19.4	9.2	-3.7	-6.7
COc1ccc(NC(=O)c2cccc3c2C(=O)N(C2CCCCC2)C3)cc1	0.1	-22.6	-7.1	0.8	-3.0	-7.0	-1.9	-5.0	0.6
Cc1ccc2nc(SCC(=O)Nc3cc(C)on3)[nH]c2c1	-0.2	9.4	-4.7	-0.7	-6.2	-16.0	10.0	-13.1	-1.5
CCCS(=O)(=O)N1CCn2c(nc3ccccc32)C1	0.7	-17.8	-2.8	-0.2	-2.8	-8.0	-0.4	-0.7	18.1
Cc1cc(SCc2c(F)cccc2Cl)nc(=O)[nH]1	-0.1	-24.7	-4.5	-0.1	-2.9	-8.8	0.8	4.9	-4.7
O=C(/C=C/Nc1ccc(F)cc1)c1ccc(Br)cc1	0.7	0.0	-9.7	0.4	-7.6	2.2	2.5	-13.5	14.2
COc1ccn(C2CCCCO2)c(=O)n1 (configuration not stated)	1.2	-8.1	.	.	-2.8	-10.8	2.2	.	15.9
O=C(O)C1CCCCC1C(=O)Nc1cccc(Br)c1 (configuration not stated)	-0.3	-8.9	7.4	0.7	0.8	12.2	11.6	-10.2	-26.9
O=C(Oc1ccccc1-c1nnco1)c1ccc(Cl)cc1	0.4	-18.1	-5.5	-0.6	-3.6	-2.3	-0.2	-18.1	12.6

In a second layout: results already given.
> COc1ccn(C2CCCCO2)c(=O)n1 (configuration not stated)
  M1 ag parental: 1.2
  TAAR1 antag: -8.1
  OXTR potentiator: .
  V1R ag counter: .
  CHRM1 agonist: -2.8
  CHO-K1 Ca antag: -10.8
  TAAR1 agonist: 2.2
  CHO parental Ca: .
  M1 PAM parental: 15.9
> O=C(O)C1CCCCC1C(=O)Nc1cccc(Br)c1 (configuration not stated)
  M1 ag parental: -0.3
  TAAR1 antag: -8.9
  OXTR potentiator: 7.4
  V1R ag counter: 0.7
  CHRM1 agonist: 0.8
  CHO-K1 Ca antag: 12.2
  TAAR1 agonist: 11.6
  CHO parental Ca: -10.2
  M1 PAM parental: -26.9

(continued)
canonical_smiles	M1 ag parental	TAAR1 antag	OXTR potentiator	V1R ag counter	CHRM1 agonist	CHO-K1 Ca antag	TAAR1 agonist	CHO parental Ca	M1 PAM parental
O=C(c1ccc(Cl)cc1)n1c(NCc2ccccc2)n[nH]c1=S	0.2	-5.8	-13.7	2.7	-2.7	-13.3	1.2	-10.7	3.8
c1ccc(CSc2nnc(-c3ccco3)n2Cc2ccco2)cc1	0.7	-2.5	-16.0	0.4	-1.2	-2.2	10.1	-22.4	12.1
C[C@H](CO)N1C[C@H](C)[C@@H](CN(C)Cc2ccc3c(c2)OCO3)Oc2ccc(NC(=O)Cn3cnnn3)cc2C1=O	0.9	1.3	-5.1	1.2	-8.1	-9.3	1.6	10.6	20.6
COc1ccc(CCNC(=O)c2cc3c(C)nccc3[nH]c2=O)cc1OC	4.0	25.5	-22.2	-0.4	1.3	3.8	11.4	-7.0	-3.3
COCCNC(=O)C1CC2Cn3c(nc4cc(Cl)c(Cl)cc43)C2N1C (configuration not stated)	0.2	15.9	-5.0	0.8	-3.5	-6.2	4.0	-9.9	-1.5
O=C(Cc1cccs1)Nc1ccccc1F	1.0	-1.3	-10.7	0.1	-4.2	-6.7	1.4	-9.3	-5.1
O=C(COc1ccc2ccccc2c1)NNC(=O)[C@@H]1CCCC[C@@H]1C(=O)O	7.0	-2.4	-12.1	1.9	5.8	-4.5	9.8	-12.4	14.8
O=c1[nH]c(=O)n(-c2ccccc2)c2c1C(C(F)(F)F)(C(F)(F)F)N=C(C1CCCCC1)N2	0.0	-18.6	-1.6	0.8	-4.6	11.8	3.6	1.5	-2.1
COc1ccc(-n2c(SCC(=O)Nc3sc4c(c3C#N)CCCC4)nnc2-c2ccc(O)cc2)cc1	-0.3	-7.5	-3.4	2.0	-1.9	15.7	6.8	-10.7	-3.0
O=C(/C=C/Nc1ccc(F)cc1)c1cccs1	0.3	11.8	-10.3	0.2	-3.8	-8.5	4.2	1.2	10.1
